BCLXL inh = inhibitors of human Bcl-xL; actives 0.7% (n = 320,000); inhibition, % at 10.9 µM; AID 2129; GST-Bcl-xL / FITC-Bim BH3 peptide fluorescence polarization;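 active = inhibition above the mean of all tested compounds plus 3 SD, cutoff set per campaign, cut at about 30% in these data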;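 also: 0% = DMSO wells and 100% = unlabeled Bim-BH3 peptide competitor; inhibitors lower millipolarization by displacing the labeled peptide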
Target sequence (Q07817 whole entry, looked up): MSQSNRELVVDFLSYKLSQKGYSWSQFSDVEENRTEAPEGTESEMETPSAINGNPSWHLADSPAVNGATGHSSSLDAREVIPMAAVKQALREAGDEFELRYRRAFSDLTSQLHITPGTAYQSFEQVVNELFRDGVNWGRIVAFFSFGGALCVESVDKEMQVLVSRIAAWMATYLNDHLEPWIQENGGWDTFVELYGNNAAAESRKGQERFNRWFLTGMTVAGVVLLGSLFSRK
MEX-5 binding = C. elegans MEX-5 TCR-2 RNA binding activity; MEX-5/FITC-TCR2 RNA binding, fluorescence polarization; hits give low values; Q9XUB2; actives 0.38% (n = 300,000); activity score (negative = inhibition of binding), % at 10 µM;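 active = inhibition past about -25% in most replicates, and total fluorescence under double the plate's negative control median, limit read from the data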;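 also: 0% = DMSO and -100% = 5 µM competing unlabeled TCR2 RNA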
MCL1 BIM primary = inhibitors of human MCL1 binding to BIM-BH3 peptide | Q07820 | GST-MCL1 / FITC-Bim-BH3 fluorescence polarization | inhibition, % at 10.9 µM | actives 0.68% (n = 320,000);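 active = inhibition above the mean inhibition of all tested compounds plus 3 SD, set per campaign, cut at about 40% in these data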;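 also: 0% = DMSO wells and 100% = unlabeled Bim-BH3 peptide control; higher means more loss of mP so more displacement of Bim peptide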
Target sequence (Q07820 whole entry, looked up): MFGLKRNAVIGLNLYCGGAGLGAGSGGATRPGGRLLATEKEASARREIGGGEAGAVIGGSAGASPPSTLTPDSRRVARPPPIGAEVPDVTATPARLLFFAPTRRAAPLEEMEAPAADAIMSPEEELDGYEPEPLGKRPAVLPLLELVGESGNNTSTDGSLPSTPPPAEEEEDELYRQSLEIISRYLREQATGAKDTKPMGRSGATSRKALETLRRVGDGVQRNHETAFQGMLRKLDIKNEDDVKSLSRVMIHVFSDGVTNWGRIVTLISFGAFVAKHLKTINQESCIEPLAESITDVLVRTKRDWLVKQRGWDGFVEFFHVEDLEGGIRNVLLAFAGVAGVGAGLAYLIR
GRK2 inh = inhibitors of human GRK2 displacing RNA aptamer | actives 0.59% (n = 330,000) | P25098 | bead flow cytometry, FAM-aptamer displacement from GRK2 | inhibition of aptamer binding, % at 10 µM;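 active = inhibition of aptamer binding above 40%, roughly 3 SD of noise, on plates passing a quality check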;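 also: median bead fluorescence of bound FAM aptamer so fluorescent compounds give negative values; no value below 0 was filed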
PME-1 primary = blocks human protein phosphatase methylesterase 1 | AID 2130 | actives 0.53% (n = 320,000) | inhibition, % at 5.9 µM | Q9Y570 | recombinant PME-1, FP-Rh probe fluorescence polarization;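 active = inhibition above the campaign mean of all compounds plus 3 SD, cut at about 26% in these data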;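 also: competitive labeling of PME-1 active site by serine hydrolase directed probe; 0% = PME-1 with DMSO and 100% = wells lacking PME-1 enzyme; inhibitors block probe labeling so polarization falls and inhibition rises; many of its hits are not listed in these tables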
VLA-4 inh = inhibition in a human VLA-4 binding assay | VLA-4 expressing cells, ligand binding flow cytometry | AID 2557 | inhibition, % (about 7 µM as worked out from the volumes in the protocol) | actives 0.2% (n = 330,000) | P13612; in the data active = inhibition above about 50%
Fam108B counter = blocks mouse Fam108B hydrolase in RBBP9 counter-screen; inhibition, % at 9.51 µM; recombinant Fam108B, FP-Rh probe fluorescence polarization; actives 0.33% (n = 300,000);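 active = inhibition above the screen mean inhibition plus 3 SD, computed separately per campaign, cut at about 18% in these data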;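 also: inhibitors lower polarization as less probe binds the enzyme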
Efflux pump inh = blocks antifungal efflux pumps in multiplex yeast assay. S. cerevisiae Candida pump triplex, Nile Red efflux. inhibition, % at 10 µM. actives 0.44% (n = 330,000). AID 485275;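 active = plate passing quality check with inhibition over a set limit, or well fluorescence over plate mean plus 4 SD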;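 also: Nile Red retained in pooled yeast measured as flow cytometry median fluorescence; 0% = buffer negative control and 100% = Enniatin B positive control; higher means more Nile Red kept so more efflux inhibition; some compounds called inactive have numbers as strong as hits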
GLD-1 TGE inh = GLD-1-TGE RNA interaction inhibition (C. elegans); actives 0.44% (n = 320,000); Q17339; purified GLD-1 + fluorescein TGE RNA, fluorescence polarization; inhibition, % at 5.96 µM;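 active = percent inhibition above a per-plate cutoff, the plate mean of test compounds plus 3 SD, cut at about 30% in these data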;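 also: 0% = DMSO wells with GLD-1 and probe and 100% = wells lacking GLD-1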
Target sequence (Q17339 whole entry, looked up): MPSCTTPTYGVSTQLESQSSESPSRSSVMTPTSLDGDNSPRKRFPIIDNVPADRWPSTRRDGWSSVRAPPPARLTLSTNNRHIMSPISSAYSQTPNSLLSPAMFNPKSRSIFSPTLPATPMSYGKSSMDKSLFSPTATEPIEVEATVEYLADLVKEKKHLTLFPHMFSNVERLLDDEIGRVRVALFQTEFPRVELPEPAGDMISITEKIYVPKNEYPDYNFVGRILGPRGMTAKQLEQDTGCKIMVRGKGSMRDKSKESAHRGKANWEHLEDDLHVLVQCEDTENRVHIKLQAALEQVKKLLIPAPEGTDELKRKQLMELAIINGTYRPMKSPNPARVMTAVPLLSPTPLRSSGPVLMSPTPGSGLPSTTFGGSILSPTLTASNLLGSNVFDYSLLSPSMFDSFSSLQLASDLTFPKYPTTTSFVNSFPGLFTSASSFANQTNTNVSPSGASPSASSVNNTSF
Numbers without * were called inactive. The list is partial; count on the stated rates, not on these rows.

How did CC(C)C[C@H](NC(=O)C1CC(=O)N(c2ccc3c(c2)OCCO3)C1)C(=O)N1CCCCC1 (stereo partly drawn) do in these assays?
BCLXL inh: 3; MEX-5 binding: 2.9; MCL1 BIM primary: -5; GRK2 inh: 0; PME-1 primary: 0; VLA-4 inh: 3; Fam108B counter: -1; Efflux pump inh: -0.5; GLD-1 TGE inh: -6

Results for COc1cccc(C(=O)NC(=S)Nc2ccc(Cl)cc2C(=O)O)c1 ?
BCLXL inh: 7; MEX-5 binding: -0.1; MCL1 BIM primary: 4; GRK2 inh: 0; PME-1 primary: -3; VLA-4 inh: -2; Fam108B counter: -3; Efflux pump inh: -0.2; GLD-1 TGE inh: 0

How did CCCCN(C)C(=O)C(Cc1ccccc1)NS(=O)(=O)c1ccc2c(c1)CCC(=O)N2 (stereo not drawn) do in these assays?
BCLXL inh: 4; MEX-5 binding: -7.2; MCL1 BIM primary: 1; GRK2 inh: 1; PME-1 primary: 8; VLA-4 inh: 54*; Fam108B counter: 1; Efflux pump inh: 0.0; GLD-1 TGE inh: -4

Results for O=C(NC1CCCN(C2Cc3ccccc3C2)C1)c1ccc(F)cc1Cl (stereo not drawn) ?
BCLXL inh: 9; MEX-5 binding: -1.3; MCL1 BIM primary: -1; GRK2 inh: 3; PME-1 primary: 0; VLA-4 inh: 5; Fam108B counter: -3; Efflux pump inh: 0.4; GLD-1 TGE inh: -2

Results for CCc1c(O)nc(SCC(=O)Nc2ccccc2OC)n(-c2ccccc2C)c1=O ?
BCLXL inh: -4; MEX-5 binding: 1.8; MCL1 BIM primary: 1; GRK2 inh: 0; PME-1 primary: -2; VLA-4 inh: -15; Fam108B counter: 3; Efflux pump inh: -0.2; GLD-1 TGE inh: -4

What do the screens show for `CSCCC(C(=O)N1C[C@]2(C)C[C@H]1CC(C)(C)C2)N1C(=O)c2ccccc2C1=O` (stereo partly drawn)?
BCLXL inh: 3; MEX-5 binding: 1.3; MCL1 BIM primary: -1; GRK2 inh: 4; PME-1 primary: -2; VLA-4 inh: -2; Fam108B counter: -1; Efflux pump inh: 0.2; GLD-1 TGE inh: 2

What do the screens show for `CCC(C)NC(=O)C1CCN(S(=O)(=O)N2CCC3(CC2)OCCO3)CC1` (stereo not drawn)?
BCLXL inh: 7; MEX-5 binding: -0.1; MCL1 BIM primary: 2; GRK2 inh: 5; PME-1 primary: 3; VLA-4 inh: -1; Fam108B counter: 0; Efflux pump inh: -0.2; GLD-1 TGE inh: 0

Results for CCCc1ccc2oc(C(=O)N3CCC(N4CCCC(O)C4)CC3)c(C)c2c1 (stereo not drawn) ?
BCLXL inh: 1; MEX-5 binding: 2.2; MCL1 BIM primary: 3; GRK2 inh: 0; PME-1 primary: -7; VLA-4 inh: -108; Fam108B counter: -1; Efflux pump inh: -0.1; GLD-1 TGE inh: -1

Results for COc1cc(C(=O)NCc2cn3ccsc3n2)cc(OC)c1OC ?
BCLXL inh: -3; MEX-5 binding: 2.9; MCL1 BIM primary: -1; GRK2 inh: 1; PME-1 primary: 2; VLA-4 inh: 5; Fam108B counter: 2; Efflux pump inh: 0.1; GLD-1 TGE inh: -5

How did COC(=O)CSc1nnc2n1C(C)(C)Cc1ccccc1-2 do in these assays?
BCLXL inh: 4; MEX-5 binding: -0.5; MCL1 BIM primary: -3; GRK2 inh: 0; PME-1 primary: 4; VLA-4 inh: -4; Fam108B counter: 0; Efflux pump inh: -0.1; GLD-1 TGE inh: 7

Results for FC(F)(F)c1cc(NC2CCCCC2)ccn1 ?
BCLXL inh: 8; MEX-5 binding: 2.9; MCL1 BIM primary: -1; GRK2 inh: 0; PME-1 primary: -5; VLA-4 inh: 10; Fam108B counter: -3; Efflux pump inh: -0.2; GLD-1 TGE inh: -4

What do the screens show for `CN(C)c1cc[n+](/C(C(=S)Nc2ccc(SC(F)F)cc2)=C(/[O-])c2ccccc2)cc1`?
BCLXL inh: 8; MEX-5 binding: 0.8; MCL1 BIM primary: 6; GRK2 inh: 0; PME-1 primary: -2; VLA-4 inh: 0; Fam108B counter: -1; Efflux pump inh: -0.1; GLD-1 TGE inh: -4

Results for CC(=O)Nc1ccc(S(=O)(=O)Oc2ccc(C=O)cc2)cc1 ?
BCLXL inh: 2; MEX-5 binding: 2.1; MCL1 BIM primary: -4; GRK2 inh: 0; PME-1 primary: 0; VLA-4 inh: -10; Fam108B counter: -1; Efflux pump inh: 1.8; GLD-1 TGE inh: 3

Results for CC(C)c1ccc(C2(C)NC(=O)N(CC(=O)NCC3COc4ccccc4O3)C2=O)cc1 (stereo not drawn) ?
BCLXL inh: 0; MCL1 BIM primary: 1; GRK2 inh: 0; PME-1 primary: -4; VLA-4 inh: -9; Efflux pump inh: 0.3; GLD-1 TGE inh: 3

Results for C[C@H](CO)N1C[C@H](C)[C@@H](CN(C)C(=O)Nc2ccc(C(F)(F)F)cc2)Oc2ccc(NS(=O)(=O)c3cn(C)cn3)cc2C1=O ?
GRK2 inh: 4; VLA-4 inh: -7; Efflux pump inh: -0.2; GLD-1 TGE inh: 4

What do the screens show for `COc1cccc(CN2CCNC(=O)C2CC(=O)NC2Cc3ccccc3C2)c1` (stereo not drawn)?
BCLXL inh: 12; MEX-5 binding: 2.4; MCL1 BIM primary: 17; GRK2 inh: 3; PME-1 primary: 4; VLA-4 inh: 11; Fam108B counter: -1; Efflux pump inh: 0.1; GLD-1 TGE inh: 2

Results for COC(=O)c1cccc(NC(=O)CSc2nnc(-c3ccco3)o2)c1 ?
BCLXL inh: 0; MEX-5 binding: 3.3; MCL1 BIM primary: 0; GRK2 inh: 0; PME-1 primary: -1; VLA-4 inh: 9; Fam108B counter: -1; Efflux pump inh: 0.4; GLD-1 TGE inh: 1

How did Cc1nn(C)c(Cl)c1NC(=O)OCc1ccccc1 do in these assays?
BCLXL inh: 8; MEX-5 binding: 2.9; MCL1 BIM primary: 4; GRK2 inh: 0; PME-1 primary: 1; VLA-4 inh: -10; Fam108B counter: 1; Efflux pump inh: -0.2; GLD-1 TGE inh: -1

Results for CC1=C(C(=O)Nc2ccccc2Cl)C(c2ccc(N(C)C)cc2)NC(=O)N1 (stereo not drawn) ?
BCLXL inh: -7; MEX-5 binding: 0.8; MCL1 BIM primary: -12; GRK2 inh: 1; PME-1 primary: 3; VLA-4 inh: -108; Fam108B counter: -4; Efflux pump inh: 0.0; GLD-1 TGE inh: -3

Results for Cc1ccc(CN2CCN(Cc3cnn(-c4ccc(Cl)cc4)c3)CC2CCO)o1 (stereo not drawn) ?
BCLXL inh: 3; MEX-5 binding: -0.6; MCL1 BIM primary: 1; GRK2 inh: 0; PME-1 primary: 4; VLA-4 inh: 4; Fam108B counter: -2; Efflux pump inh: -0.1; GLD-1 TGE inh: -7

Results for O=C(NCc1n[nH]c(=S)n1-c1ccc(Br)cc1)c1ccc(S(=O)(=O)N2CCCC2)cc1 ?
BCLXL inh: -12; MEX-5 binding: -2.4; MCL1 BIM primary: -10; GRK2 inh: 1; PME-1 primary: 5; VLA-4 inh: 7; Fam108B counter: 2; Efflux pump inh: -0.1; GLD-1 TGE inh: 4

What do the screens show for `COc1cccc(COCC(O)CN2CCC(C(N)=O)CC2)c1` (stereo not drawn)?
BCLXL inh: 1; MEX-5 binding: -0.1; MCL1 BIM primary: 2; GRK2 inh: 1; PME-1 primary: 3; VLA-4 inh: 21; Fam108B counter: 0; Efflux pump inh: -0.1; GLD-1 TGE inh: 1

Results for O=C(CC(Sc1ccc(Br)cc1)C(=O)O)c1ccc(F)cc1 (stereo not drawn) ?
BCLXL inh: 0; MEX-5 binding: 3.3; MCL1 BIM primary: 6; GRK2 inh: 6; PME-1 primary: 3; VLA-4 inh: 1; Fam108B counter: -3; Efflux pump inh: 0.0; GLD-1 TGE inh: 3

What do the screens show for `COc1ccc(Cl)cc1C(=O)Nc1cccc(-c2ccc3nncn3n2)c1`?
BCLXL inh: -60; MEX-5 binding: -1.8; MCL1 BIM primary: -137; GRK2 inh: 60*; PME-1 primary: -5; VLA-4 inh: -7; Fam108B counter: 3; Efflux pump inh: -0.1; GLD-1 TGE inh: -5

What do the screens show for `O=C(O)c1ccc(/C=N/n2cc(-c3ccccc3)[nH]c2=S)cc1`?
BCLXL inh: 7; MEX-5 binding: -3.2; MCL1 BIM primary: 0; GRK2 inh: 4; PME-1 primary: -7; VLA-4 inh: 10; Fam108B counter: 0; Efflux pump inh: 0.0; GLD-1 TGE inh: 6

How did COc1ccc(C2C(C(=O)Nc3cc(OC)c(OC)c(OC)c3)c3ccccc3C(=O)N2C)cc1OC (stereo not drawn) do in these assays?
BCLXL inh: 0; MEX-5 binding: -2.0; MCL1 BIM primary: -1; GRK2 inh: 0; PME-1 primary: -5; VLA-4 inh: 6; Fam108B counter: 6; Efflux pump inh: 0.1; GLD-1 TGE inh: -4

What do the screens show for `CSc1nnc(-c2ccncc2)n1CCCN1CCCC1=O`?
BCLXL inh: -13; MEX-5 binding: -7.8; MCL1 BIM primary: -14; GRK2 inh: 5; PME-1 primary: 5; VLA-4 inh: 5; Fam108B counter: -1; Efflux pump inh: 0.0; GLD-1 TGE inh: 2

How did CC(=O)c1sc(N/N=C\c2ccc(C)cc2)nc1C do in these assays?
BCLXL inh: 5; MEX-5 binding: -2.5; MCL1 BIM primary: 5; GRK2 inh: 3; PME-1 primary: 14; VLA-4 inh: 11; Fam108B counter: -3; Efflux pump inh: 0.0; GLD-1 TGE inh: -14

What do the screens show for `CCCCCC(C(=O)O)C(C)CC(=O)NC1CCCCC1` (stereo not drawn)?
BCLXL inh: 2; MEX-5 binding: 0.8; MCL1 BIM primary: 0; GRK2 inh: 2; PME-1 primary: -2; VLA-4 inh: 14; Fam108B counter: 1; Efflux pump inh: 0.0; GLD-1 TGE inh: 5

How did O=C(O)c1cnc2[nH]c3ccccc3n2c1=O do in these assays?
BCLXL inh: 1; MEX-5 binding: -1.9; MCL1 BIM primary: -9; GRK2 inh: 0; PME-1 primary: -1; VLA-4 inh: 1; Fam108B counter: 0; Efflux pump inh: 0.1; GLD-1 TGE inh: 5

What do the screens show for `CCc1ccccc1NC(=O)CN(C)C(=O)CSc1nnc(Nc2cccc(C)c2)s1`?
BCLXL inh: 0; MEX-5 binding: 0.5; MCL1 BIM primary: -4; GRK2 inh: 0; PME-1 primary: 3; VLA-4 inh: 9; Fam108B counter: -4; Efflux pump inh: -0.3; GLD-1 TGE inh: 3

What do the screens show for `COc1ccc(-n2nc(C(=O)NCC(=O)N3CCCC3)c3ccccc3c2=O)cc1`?
BCLXL inh: 5; MEX-5 binding: -0.4; MCL1 BIM primary: 5; GRK2 inh: 0; PME-1 primary: -7; VLA-4 inh: 15; Fam108B counter: 1; Efflux pump inh: 0.0; GLD-1 TGE inh: -2

2 neighbouring compounds already listed, for reference:
How did CC(=O)c1sc(N/N=C\c2ccc(C)cc2)nc1C do in these assays?
BCLXL inh: 5; MEX-5 binding: -2.5; MCL1 BIM primary: 5; GRK2 inh: 3; PME-1 primary: 14; VLA-4 inh: 11; Fam108B counter: -3; Efflux pump inh: 0.0; GLD-1 TGE inh: -14

What do the screens show for `CCCCCC(C(=O)O)C(C)CC(=O)NC1CCCCC1` (stereo not drawn)?
BCLXL inh: 2; MEX-5 binding: 0.8; MCL1 BIM primary: 0; GRK2 inh: 2; PME-1 primary: -2; VLA-4 inh: 14; Fam108B counter: 1; Efflux pump inh: 0.0; GLD-1 TGE inh: 5
